EZH2 inh = inhibitors of human EZH2/PRC2 methyltransferase. Q15910. PRC2 H3K27 methylation, DELFIA TRF, 1 h. inhibition, % at 12.5 µM. 0.35% of 57,000 active. AID 651548;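 active = mean inhibition of replicates at least 50% and every single replicate also reaching 50%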;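 also: dimethyl H3K27 on biotinylated H3 21-44 peptide detected by antibody; plate controls were median neutral control wells for no effect and median positive control wells for full effect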
Target sequence (Q15910 whole entry, looked up): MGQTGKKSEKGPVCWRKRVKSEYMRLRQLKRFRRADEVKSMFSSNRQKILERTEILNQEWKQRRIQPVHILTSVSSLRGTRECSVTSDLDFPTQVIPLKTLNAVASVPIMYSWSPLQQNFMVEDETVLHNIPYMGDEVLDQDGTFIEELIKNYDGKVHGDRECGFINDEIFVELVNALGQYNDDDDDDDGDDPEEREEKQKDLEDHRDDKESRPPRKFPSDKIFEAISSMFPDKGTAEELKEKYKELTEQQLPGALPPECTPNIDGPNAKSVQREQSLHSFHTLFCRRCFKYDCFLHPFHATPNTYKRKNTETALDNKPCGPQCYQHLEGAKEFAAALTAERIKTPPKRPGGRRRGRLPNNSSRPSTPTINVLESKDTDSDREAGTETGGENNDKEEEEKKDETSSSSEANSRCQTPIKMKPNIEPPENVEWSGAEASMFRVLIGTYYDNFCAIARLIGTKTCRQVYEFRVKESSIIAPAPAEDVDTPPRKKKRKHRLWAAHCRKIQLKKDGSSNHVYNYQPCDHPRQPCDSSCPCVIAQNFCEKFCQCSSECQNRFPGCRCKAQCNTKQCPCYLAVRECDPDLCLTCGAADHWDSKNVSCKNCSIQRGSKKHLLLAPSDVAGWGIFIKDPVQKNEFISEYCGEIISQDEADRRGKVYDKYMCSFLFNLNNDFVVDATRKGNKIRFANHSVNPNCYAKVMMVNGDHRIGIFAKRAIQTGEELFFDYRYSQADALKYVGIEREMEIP
IDH1 mut inh = blocks human IDH1 R132H reductase activity; O75874; diaphorase/resazurin fluorescence, 60 min; inhibition, % at 10 µM; 0.18% of 70,000 active; AID 624101; in the data active = inhibition above about 34%;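 also: 0% = DMSO and 100% = no enzyme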
An asterisk follows results filed as active; x = no result given.

SMILES	EZH2 inh	IDH1 mut inh
C[C@@H]1CN([C@H](C)CO)C(=O)c2cccc(NC(=O)Nc3ccc(C(F)(F)F)cc3)c2O[C@H]1CN(C)Cc1ccc(Oc2ccccc2)cc1	x	-0.6
C[C@@H]1CCCCO[C@@H](CN(C)Cc2ccc(Cl)c(Cl)c2)[C@@H](C)CN([C@@H](C)CO)C(=O)c2cc(NC(=O)Nc3cccc4ccccc34)ccc2O1	x	1.1
O=C(C[C@H]1C=C[C@H](NC(=O)Nc2ccc(F)cc2)[C@@H](CO)O1)NCc1ccccn1	7.7	-0.1
Cc1ccc(S(=O)(=O)Nc2ccc3c(c2)CC(=O)N([C@H](C)CO)C[C@H](C)[C@@H](CN(C)C(=O)Nc2ccc(C(F)(F)F)cc2)O3)cc1	x	-3.9
C[C@H](CO)N1C[C@H](C)[C@@H](CN(C)Cc2ccc(F)cc2)Oc2ncc(-c3ccc(F)cc3)cc2C1=O	6.5	-0.1
CCN(CC)CC(O)Cn1c(-c2ccccc2Cl)nc2ccccc21 (centres undefined)	4.0	6.4
C[C@@H]1CN([C@H](C)CO)C(=O)c2cc(/C=C/c3ccccc3)cnc2O[C@H]1CN(C)C(=O)Nc1ccccc1F	x	0.5
COc1cccc(-c2cnc3c(c2)C(=O)N([C@H](C)CO)C[C@H](C)[C@H](CN(C)C(=O)CC2CC2)O3)c1	-7.1	-16.6
C/C=C/c1ccc2c(c1)O[C@@H](CN(C)C(=O)c1ccccc1F)[C@@H](C)CN([C@@H](C)CO)S2(=O)=O	4.7	-1.4
C[C@@H]1CN([C@@H](C)CO)C(=O)Cc2cc(N(C)C)ccc2O[C@H]1CN(C)C(=O)NC1CCCCC1	8.0	-0.4
C[C@@H]1CN([C@H](C)CO)C(=O)c2cc(/C=C/c3ccccc3)cnc2O[C@@H]1CN(C)C(=O)c1ccncc1	12.2	x
OCCNc1nc2ccc(Cl)cc2[nH]1	4.6	0.4
COc1ccc(S(=O)(=O)N(C)C[C@@H]2Oc3ccc(NC(=O)Cn4cnnn4)cc3C(=O)N([C@@H](C)CO)C[C@H]2C)cc1	x	1.0
Cc1noc(C)c1NC(=O)N(C)C[C@@H]1Oc2c(NS(C)(=O)=O)cccc2C(=O)N([C@H](C)CO)C[C@@H]1C	x	-0.5
CC(C)NC(=O)N(C)C[C@H]1Oc2ncc(C#Cc3ccncc3)cc2C(=O)N([C@H](C)CO)C[C@@H]1C	-15.0	x
CC(C)C#Cc1ccc2c(c1)O[C@@H](CN(C)C(=O)NC(C)C)[C@@H](C)CN([C@@H](C)CO)S2(=O)=O	x	-0.3
COc1ccc(NC(=O)C2CCC(=O)N2S(=O)(=O)c2ccc(C)cc2)c(OC)c1 (centres undefined)	9.0	-0.8
COCC(=O)N[C@H]1CC[C@H](CC(=O)NCc2ccccc2OC)O[C@@H]1CO	5.2	0.1
Cc1cc(C)nc(NS(=O)(=O)c2ccc(NC(=O)c3ccccc3Cl)cc2)n1	-7.6	0.3
CCc1ccc(CCC(=O)Nc2ccc(Cl)cc2Cl)o1	10.1	0.4
CC(C)NC(=O)Nc1ccc2c(c1)CC(=O)N([C@@H](C)CO)C[C@H](C)[C@@H](CN(C)Cc1ccc(Oc3ccccc3)cc1)O2	-34.0	1.4
CCNC(=O)C[C@@H]1C=C[C@H](NC(=O)NC2CCCCC2)[C@H](CO)O1	3.1	0.1
COCC(=O)N1C[C@@H](C)[C@@H](OC)CN(C)C(=O)c2cc(NC(=O)c3cnccn3)ccc2OC[C@@H]1C	-4.2	0.0
C[C@@H]1CCCCO[C@@H](CN(C)Cc2ccc(C(F)(F)F)cc2)[C@@H](C)CN([C@@H](C)CO)C(=O)c2cc(NC(=O)c3ccccc3)ccc2O1	x	1.1
C[C@H]1CN([C@@H](C)CO)C(=O)Cc2cc(NS(C)(=O)=O)ccc2O[C@@H]1CN(C)C(=O)Nc1ccc2c(c1)OCO2	x	0.2

Brought forward from above: 4 compounds; new compounds follow.
SMILES	EZH2 inh	IDH1 mut inh
CCNC(=O)C[C@@H]1C=C[C@H](NC(=O)NC2CCCCC2)[C@H](CO)O1	3.1	0.1
COCC(=O)N1C[C@@H](C)[C@@H](OC)CN(C)C(=O)c2cc(NC(=O)c3cnccn3)ccc2OC[C@@H]1C	-4.2	0.0
C[C@@H]1CCCCO[C@@H](CN(C)Cc2ccc(C(F)(F)F)cc2)[C@@H](C)CN([C@@H](C)CO)C(=O)c2cc(NC(=O)c3ccccc3)ccc2O1	x	1.1
C[C@H]1CN([C@@H](C)CO)C(=O)Cc2cc(NS(C)(=O)=O)ccc2O[C@@H]1CN(C)C(=O)Nc1ccc2c(c1)OCO2	x	0.2
C[C@H](CO)N1C[C@H](C)[C@@H](CN(C)S(=O)(=O)c2ccc(F)cc2)Oc2cc(C3=CCCCC3)ccc2S1(=O)=O	-2.5	x
C[C@H]1CN([C@@H](C)CO)C(=O)Cc2cc(NC(=O)NC3CCCCC3)ccc2O[C@@H]1CN(C)S(=O)(=O)c1ccccc1	-0.5	-5.1
C[C@H](CO)N1C[C@H](C)[C@H](CN(C)S(=O)(=O)c2ccc(F)cc2)OCCCC[C@H](C)Oc2ccc(NS(C)(=O)=O)cc2C1=O	x	1.5
C[C@@H]1CCCCO[C@@H](CN(C)Cc2ccc3c(c2)OCO3)[C@@H](C)CN([C@H](C)CO)C(=O)c2cc(NC(=O)CCCCCC(=O)Nc3ccccc3N)ccc2O1	-14.2	0.1
COc1ccc(C#Cc2cnc3c(c2)C(=O)N([C@H](C)CO)C[C@@H](C)[C@@H](CN(C)C)O3)cc1	18.6	0.0
C[C@H](NC(=O)C[C@H]1C[C@@H]2c3cc(NS(C)(=O)=O)ccc3O[C@@H]2[C@H](CO)O1)c1ccccc1	-3.4	0.2
C[C@@H]1CN([C@H](C)CO)C(=O)CCCn2cc(nn2)CO[C@H]1CN(C)CC1CCCCC1	7.7	-0.4
CS(=O)(=O)N(CC(=O)Nc1ccccc1Br)c1ccccc1F	x	-0.3
CC(C)=CCC1Cc2c(cc(O)c(C(=O)C(C)C)c2O)OC1(C)C (centres undefined)	x	4.2
O=C(C[C@H]1CC[C@@H](NC(=O)Nc2ccc3c(c2)OCO3)[C@@H](CO)O1)NCc1ccc(Cl)cc1	-3.1	0.3
COc1ccc(CCC(=O)c2ccc(OC)cc2O)cc1	x	0.1
CO[C@@H]1CN(C)C(=O)c2ccc(NC(C)=O)cc2OC[C@H](C)N(Cc2ccccn2)C[C@@H]1C	6.8	0.1
Cc1ccc(O)c(/C=N/NC(=O)CCCCC(=O)NO)c1	10.2	x
COc1ccc(S(=O)(=O)N(C)C[C@@H]2Oc3ccc(NC(=O)Nc4cccc5ccccc45)cc3C(=O)N([C@@H](C)CO)C[C@H]2C)cc1	x	0.1
COc1ccc(S(=O)(=O)Nc2ccc3c(c2)C(=O)N([C@@H](C)CO)C[C@H](C)[C@H](CN(C)C(=O)c2ccncc2)OCCCC[C@@H](C)O3)cc1	x	1.3
COc1ccccc1NC(=O)CSc1nc(C)cc(C(F)(F)F)n1	11.1	-0.2
CCC(=O)N(C)C[C@H]1Oc2cc(Br)ccc2S(=O)(=O)N([C@H](C)CO)C[C@@H]1C	-11.3	1.5
Cc1noc(C)c1S(=O)(=O)Nc1ccc2c(c1)CC(=O)N([C@@H](C)CO)C[C@@H](C)[C@H](CN(C)S(=O)(=O)c1ccc(F)cc1)O2	x	0.4
C[C@@H]1CN([C@@H](C)CO)C(=O)Cc2cc(NS(=O)(=O)c3cccs3)ccc2O[C@@H]1CN(C)CC1CCCCC1	-2.7	-0.6
O=C(Cc1ccncc1)NCC[C@H]1CC[C@@H](NC(=O)C2CCCCC2)[C@@H](CO)O1	3.0	0.4
CCc1cc(OCCSc2nc(C)cc(=O)[nH]2)ccc1Cl	-1.6	0.2
COc1cccc(-c2cn(CC[C@H]3CC[C@H](NC(=O)CN(C)C)[C@H](CO)O3)nn2)c1	-2.5	-0.4
C[C@H]1CN([C@@H](C)CO)S(=O)(=O)c2ccc(-c3ccc(F)cc3)cc2O[C@@H]1CN(C)S(C)(=O)=O	-7.8	3.6
CS(=O)(=O)c1ccc(-c2nc(-c3ccc(F)cc3)c(-c3ccncc3)[nH]2)cc1	x	5.7
Cc1ccc(S(=O)(=O)N(C)C[C@H]2Oc3ccc(NC(=O)NC4CCCCC4)cc3C(=O)N([C@H](C)CO)C[C@H]2C)cc1	-6.9	1.4
More records:
SMILES	EZH2 inh	IDH1 mut inh
C[C@H](CO)N1C[C@H](C)[C@@H](CN(C)S(=O)(=O)c2ccc(C#N)cc2)OCc2cnnn2CCCC1=O	x	-0.5
Cc1ccc(S(=O)(=O)Nc2cccc3c2O[C@@H](CN(C)Cc2ccc4c(c2)OCO4)[C@H](C)CN([C@@H](C)CO)C3=O)cc1	10.7	x
C[C@H]1CN([C@@H](C)CO)C(=O)Cc2cc(NC(=O)Nc3cccc4ccccc34)ccc2O[C@H]1CN(C)C(=O)Nc1ccc(F)cc1	x	-2.6
COc1cccc(NC(=O)Nc2ccc3c(c2)C(=O)N(C)C[C@H](OC)[C@H](C)CN(CC2CC2)[C@H](C)CO3)c1	-1.3	-1.2
CNC[C@H]1Oc2ncc(-c3ccc(C)cc3)cc2C(=O)N([C@@H](C)CO)C[C@H]1C	x	1.1
COCC(=O)N(C)C[C@@H]1Oc2ncc(C#Cc3ccccc3)cc2C(=O)N([C@H](C)CO)C[C@@H]1C	x	0.0
O=C(C[C@@H]1C[C@@H]2c3cc(NS(=O)(=O)c4ccc(F)cc4)ccc3O[C@@H]2[C@H](CO)O1)NCc1ccc(Cl)cc1	-6.4	0.0
O=C1c2cccc3cccc(c23)C(=O)N1CCN1CCN(C(=S)Nc2cccc(S(=O)(=O)C(F)F)c2)CC1	4.5	0.4
C[C@@H]1CCCCO[C@@H](CN(C)S(=O)(=O)c2ccc(F)cc2)[C@H](C)CN([C@H](C)CO)C(=O)c2cc(NS(=O)(=O)c3ccc(F)cc3)ccc2O1	x	-1.0
CO[C@H]1CN(C)C(=O)c2ccc(NC(C)=O)cc2OC[C@H](C)N(CC2CCCCC2)C[C@H]1C	-12.7	0.3
COC(=O)c1ccccc1NC(=O)c1ccccc1NS(=O)(=O)c1cccc2cccnc12	-27.5	-0.1
COc1ccccc1C#Cc1ccc2c(c1)O[C@H](CN(C)C(C)=O)[C@@H](C)CN([C@@H](C)CO)S2(=O)=O	-13.2	-0.6
C[C@H](CO)N1C[C@H](C)[C@@H](CN(C)Cc2ccc3c(c2)OCO3)Oc2c(NS(=O)(=O)c3ccccc3)cccc2C1=O	13.6	1.2
CN(C)/C=N/C(=S)N1CCOCC1	-0.2	-0.8
CO[C@H]1CN(C)C(=O)c2cc(NC(=O)NC3CCCCC3)ccc2OC[C@H](C)N(C(C)=O)C[C@H]1C	-0.2	0.5
CC(=O)c1cccc(NC(=S)NCCn2cc(Cl)cn2)c1	-15.7	0.5
CCOc1ccc(Oc2nc(Nc3ccc(C)cc3)nc(N(C)C)n2)nn1	4.3	0.3
Cc1ccc(S(=O)(=O)N(C)C[C@H]2Oc3cc(C4=CCCC4)ccc3S(=O)(=O)N([C@@H](C)CO)C[C@@H]2C)cc1	4.7	-0.3
NNC(=O)CCCCCCC(=O)Nc1ccccc1O	-11.3	0.4
CC(=O)OC(c1nc2ccccc2c(=O)n1C1CC2(OC1=O)c1ccccc1N1C(=O)C(C)(C)N(O)C12)C(C)C (centres undefined)	-3.4	0.8
CN(C)Cc1cn(CC[C@@H]2CC[C@H](NS(=O)(=O)c3ccccc3)[C@@H](CO)O2)nn1	-6.2	0.2
C[C@@H]1CN([C@H](C)CO)C(=O)c2cc(NC(=O)Nc3ccc(F)cc3)ccc2O[C@@H]1CN(C)Cc1ccc2c(c1)OCO2	-15.1	0.8
C[C@@H]1CCCCO[C@H](CN(C)S(=O)(=O)c2ccccc2)[C@H](C)CN([C@H](C)CO)C(=O)c2cc(NS(C)(=O)=O)ccc2O1	x	-0.7
C[C@@H]1CCCCO[C@H](CN(C)C(=O)c2ccncc2)[C@@H](C)CN([C@H](C)CO)C(=O)c2cc(NS(=O)(=O)c3ccccc3)ccc2O1	x	-1.3
C[C@H](CO)N1C[C@H](C)[C@H](CN(C)Cc2ccncc2)Oc2ncc(-c3ccccc3)cc2C1=O	19.4	1.2

Another view of part of the listing above.
smiles,EZH2 inh,IDH1 mut inh
C[C@@H]1CCCCO[C@@H](CN(C)S(=O)(=O)c2ccc(F)cc2)[C@H](C)CN([C@H](C)CO)C(=O)c2cc(NS(=O)(=O)c3ccc(F)cc3)ccc2O1,x,-1.0
CO[C@H]1CN(C)C(=O)c2ccc(NC(C)=O)cc2OC[C@H](C)N(CC2CCCCC2)C[C@H]1C,-12.7,0.3
COC(=O)c1ccccc1NC(=O)c1ccccc1NS(=O)(=O)c1cccc2cccnc12,-27.5,-0.1
COc1ccccc1C#Cc1ccc2c(c1)O[C@H](CN(C)C(C)=O)[C@@H](C)CN([C@@H](C)CO)S2(=O)=O,-13.2,-0.6
C[C@H](CO)N1C[C@H](C)[C@@H](CN(C)Cc2ccc3c(c2)OCO3)Oc2c(NS(=O)(=O)c3ccccc3)cccc2C1=O,13.6,1.2

New compounds follow.
SMILES	EZH2 inh	IDH1 mut inh
Cn1c(NC(=O)c2cccc(Cn3cc(Cl)cn3)c2)nc2ccccc21	0.7	-0.1
C[C@@H]1CCCCO[C@H](CN(C)C(=O)CCCN(C)C)[C@H](C)CN([C@@H](C)CO)C(=O)c2cc(NS(C)(=O)=O)ccc2O1	12.0	1.2
C[C@H](CO)N1C[C@H](C)[C@@H](CN(C)Cc2ccc3c(c2)OCO3)Oc2c(NC(=O)Nc3ccc(F)cc3)cccc2C1=O	7.0	-1.2
COc1cc(O)c2c(c1)C1=C[C@H](O)[C@@H](O)C[C@]1(C)OC2=O	x	0.0
COc1ccccc1-c1ccc([C@H]2[C@@H](CO)N(C(=O)C3CC3)[C@H]2C#N)cc1	x	0.0
Cc1noc(C)c1S(=O)(=O)N(C)C[C@H]1OCCCC[C@@H](C)Oc2ccc(NS(=O)(=O)c3ccc(Cl)cc3)cc2C(=O)N([C@H](C)CO)C[C@@H]1C	x	0.7

These rows are one share of the data; the hit share may differ from the screen's.
